KDM5B inh: inhibitors of human KDM5B histone demethylase; Q9UGL1; KDM5B demethylase, FDH-coupled NADH fluorescence (FDH is formaldehyde dehydrogenase); Potency, µM (highest dose often 57.7 µM), without a hit: top-dose activity change, negative = inhibition, hits mostly inhibitors; 220,000 tested, 2.6% active; AID 1347165; active = well fitted inhibition curve with a large enough effect; inconclusive = small, poorly fitted or top-dose-only effect; inactive = no such curve, though single readings can be large or run the other way; also: 0% is about no effect; nearly all actives have a fitted effect of over 70% in size
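Coupled FDH/NAD⁺ fluorescence readout. KDM5BΔAP 200 nM final; compound titration, 10 min RT preincubation; substrate mix 12.5 µM H3K4me3, 25 µM 2-OG, 50 µM Fe(II), 100 µM ascorbate, 0.25 mM NAD⁺, 0.25 U/mL FDH; ΔRFU over 30 min.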
* = called active by the depositor; ? = inconclusive; [ ] = another dose, or the depositor's remark. Potency is read from the fitted curve at half-maximal effect. This is a subset; rates above refer to the full screens.

| KDM5B inh | SMILES |
| --- | --- |
| 32µM* | OCC1CN(c2ncccn2)CC12CCN(C1CCSCC1)CC2 (stereo not given) |
| 16% | CCCn1c(N)c(C(=O)COC(=O)CCS(=O)(=O)c2ccc(C)cc2)c(=O)[nH]c1=O |
| -15% | COc1ccc(NC(=O)N2CCOc3ccc(Cl)cc32)cc1 |
| 17% | CCc1ccccc1NC(=O)CN1C(=O)c2ccccc2S1(=O)=O |
| 13% | O=C(CN1CCN(Cc2ccccc2Cl)C1=O)NCCCN1CCOCC1 |
| -7% | O=C(CSc1nnc(-c2ccc(Cl)cc2)o1)Nc1ccc(F)cc1 |
| 26% | CC(CCc1ccccc1)NC(=O)c1ncc(Cl)c(Cl)c1Cl (stereo not given) |
| ? | Cc1cccc(C(=O)NC(C)C(=O)OCc2cc(=O)oc3cc(O)ccc23)c1 (stereo not given) |
| 17% | NC(=O)NNC(=S)NC12CC3CC(CC(C3)C1)C2 |
| 8% | O=C(O)c1ccc(C(=O)c2ccc3c(c2)C(=O)N(CCO)C3=O)cc1 |
| -14% | COc1ccc(-c2oc3ncn4nc(-c5cccc(C)c5)nc4c3c2-c2ccc(OC)cc2)cc1 |
| 89µM* | Cn1nc(C2CCNC2)c2c(C(=O)N3CCOCC3)cc(C3CC3)nc21 (stereo not given) |
| -3% | COc1ccc(CNc2nc(=S)[nH]c3cc(OC)c(OC)cc23)cc1 |
| -30% | Cc1ccc(CN2C[C@@H](COc3ccncc3)[C@H](C(N)=O)C2)o1 |
| 16% | CCOc1ccccc1OCC(=O)Nc1cccc2cccnc12 |
| -12% | COc1ccc(S(=O)(=O)Nc2ccc(C)n(CC(=O)N(C)Cc3ccco3)c2=O)cc1 |
| 23% | O=C(CC1(C(=O)O)CCCCC1)Nc1ccc(NS(=O)(=O)c2ccc(F)cc2)cc1 |
| -14% | Nc1nc(N2CCN(Cc3ccc(Cl)cc3Cl)CC2)c2[nH]cnc2n1 |
| -12% | CCN1C(=O)CCc2cc(NC(=O)c3cccc(C#N)c3)ccc21 |
| -9%[115 µM] | CC(C)N[C@H]1C[C@@H](Cc2cc(CO)on2)C1(C)C |
| 11% | Cc1cc(Cl)ccc1OC(=O)c1cc2ccccc2oc1=O |
| -7% | O=C(CCl)NCCC12CC3CC(CC(C3)C1)C2 |
| -9% | O=C(NCc1ccc(F)cc1)c1ccc(CN2C(=O)NC3(CCOCC3)C2=O)cc1 |
| 19% | CCOc1cc(=O)n2c(c1C(=O)Nc1ccc(OC)c(OC)c1)CCCC2 |
| 28% | CC(C)c1nnc(C2CN(C(=O)COc3ccccc3)CC23CCOCC3)o1 (stereo not given) |

Overlap with the part before: 2 entries; new compounds follow.
| KDM5B inh | SMILES |
| --- | --- |
| 19% | CCOc1cc(=O)n2c(c1C(=O)Nc1ccc(OC)c(OC)c1)CCCC2 |
| 28% | CC(C)c1nnc(C2CN(C(=O)COc3ccccc3)CC23CCOCC3)o1 (stereo not given) |
| ? | Cc1cc(N2CCN(C(C(=O)O)c3c[nH]c4ccccc34)CC2)nc2ccccc12 (stereo not given) |
| 8% | CNc1nccc(N2CCC(CC(=O)N3CCN(C(C)=O)CC3)CC2)n1 |
| -7% | O=C(Nc1ccccc1F)N1CCC(Oc2ncccc2C(=O)N2CCOCC2)C1 (stereo not given) |
| 11% | CCc1cccc2c(C(=O)Cn3cc(S(=O)(=O)N(CC)CC)ccc3=O)c[nH]c12 |
| ? | COc1ccc(CNC(=O)CC[C@H]2CNC(=O)[C@@H]3[C@@H](CCN3Cc3ncc[nH]3)N2C)cc1 |
| ? | CCOc1ccc(C2CC(=O)n3nc(-c4ccc(C)cc4)nc3S2)cc1OC (stereo not given) |
| ? | O=C(C1CC1)N1CCCC1c1nc(C2CCOCC2)no1 (stereo not given) |
| 15% | Cn1nc(C(=O)OCCOc2ccccc2F)c2ccccc2c1=O |
| -4% | Cc1ccc(NC2(c3nnnn3-c3c(C)cccc3C)CCCC2)cc1 |
| 7% | Nc1c(C(=O)NCc2ccc3c(c2)OCO3)nnn1CC(=O)Nc1ccc(Br)cc1 |
| ? | COCCC1(CO)CCCN(Cc2ccc(C#N)cc2)C1 (stereo not given) |
| ? | Cc1ccc2c(CN3CCCCC3CCO)cc(=O)oc2c1 (stereo not given) |
| -19% | COc1ccc(NC(=O)C2(Cc3cccnc3)CCCCC(=O)N2)cc1F (stereo not given) |
| 6% | CC1CCCN(CC(=O)Nc2oc3ccccc3c(=O)c2-c2ccccc2)C1 (stereo not given) |
| -15% | O=C(OC1CCOC1=O)c1ccccc1SC1CCOC1=O (stereo not given) |
| 34%[activator] | CC1(CNC(=O)c2ccc(Cl)s2)CCOCC1 |
| 22% | CCN(CC)S(=O)(=O)c1cccc(C(=O)N(C)Cc2cccs2)c1 |
| 15% | c1cnnc(-c2noc(C3(Cn4cccn4)CC3)n2)c1 |
| 14% | COc1cc2ncn(CCC(=O)N3CCN(c4cccc(Cl)c4)CC3)c(=O)c2cc1OC |
| -6% | O=C(NCCCc1ccccc1)c1n[nH]c2c1CN(C(=O)c1ccccc1F)CC2 |
| -2% | CCCN1C(=O)c2[nH]nc(-c3ccccc3O)c2C1c1ccc(OCc2ccccc2)c(OC)c1 (stereo not given) |
| -5% | O=C(CSc1nc2c(c(=O)[nH]1)CCCC2)Nc1ccccc1C(F)(F)F |
| 10% | CC(C)CC1NC(=O)N(Cc2coc(-c3ccccc3)n2)C1=O (stereo not given) |
| 5% | Cc1ccc(NC(=O)C2CCCN(S(=O)(=O)c3ccc4[nH]c(=O)oc4c3)C2)cc1N(C)C (stereo not given) |
| -24% | CN(C)CCCNC(=O)C(=O)NCC(c1ccc2c(c1)OCO2)N1CCOCC1 (stereo not given) |

Some of these compounds in order of length of the SMILES, smallest number first:
| KDM5B inh | SMILES |
| --- | --- |
| ? | COCCC1(CO)CCCN(Cc2ccc(C#N)cc2)C1 (stereo not given) |
| ? | Cc1ccc2c(CN3CCCCC3CCO)cc(=O)oc2c1 (stereo not given) |
| 8% | CNc1nccc(N2CCC(CC(=O)N3CCN(C(C)=O)CC3)CC2)n1 |
| ? | COc1ccc(CNC(=O)CC[C@H]2CNC(=O)[C@@H]3[C@@H](CCN3Cc3ncc[nH]3)N2C)cc1 |

(next part)
| KDM5B inh | SMILES |
| --- | --- |
| ? | COc1ccc2cc(C(=O)NCC(=O)NC3CC3)c(C)nc2c1 |
| ? | O=C(NC1CCCCC1)N[C@H]1CCN2C(=O)c3cc(-c4cccs4)ccc3NC(=O)[C@H]12 |
| -4% | Cc1ccc(C(=O)/C=C/c2ccc(C(C)C)cc2)cc1[N+](=O)[O-] |
| 19% | Cc1ccc(NC(=O)N2CCC(CCNC(=O)Cc3cccc(F)c3)CC2)cc1 |
| 7% | CC(=O)c1ccc(NC(=O)C2(c3ccc(Br)cc3)CCCC2)cc1 |
| -9% | Cc1ccc(S(=O)(=O)NCC2CCC(C(=O)NCCc3ccc(Cl)cc3)CC2)cc1 (stereo not given) |
| 5%[86.2 µM] | Cc1ncsc1CN1C(=O)CO[C@H](c2ccc(NC(=O)NC(C)C)cc2)[C@H]1CO |
| -37%[86.2 µM] | c1cc(Cn2ccc3c(N4CCOCC4)nc(-c4cncnc4)cc32)ccn1 |
| -51% | COC(=O)c1scc(-c2ccc(C)cc2)c1S(=O)(=O)Nc1cccc(Cl)c1C |
| -27%[86.2 µM] | c1ccc(OCc2cc(CC3(NCc4cccc5c4OCO5)COC3)no2)cc1 |
| 32µM* | O=C(NCc1ccc(F)cc1)c1cc(Br)cn2ccnc12 |
| -2% | COc1ccc(/C=N\NC(=O)c2ccccc2Br)cc1COc1c(F)c(F)cc(F)c1F |
| 6% | CC(CCc1ccccc1)NC(=O)Cn1ncc2c3ccccc3n(Cc3ccc(F)cc3)c2c1=O (stereo not given) |
| ? | Oc1ccc(-c2nc3ccccc3s2)c(O)c1 |
| 173%[activator][86.2 µM] | COc1ccc(-c2cnc3n[nH]c(-c4ccc(OC)c(F)c4)c3n2)cn1 |
| -1% | COc1ccc(Cl)cc1NC(=O)CN(C)C(=O)c1cc(=O)c2cc(C)ccc2o1 |
| -5% | CCc1ccc2oc(C(=O)NCC(c3ccc(OC)cc3)N3CCCCC3)c(C)c2c1 (stereo not given) |
| 21%[86.2 µM] | O=C(Cc1ccccc1)Nc1ccc([C@@H](O)[C@H]2COCC(=O)N2)cc1 |
| 5% | CNC(=O)C1CCC(Cn2c(=O)c3sccc3n(Cc3cc(C)ccc3C)c2=O)CC1 (stereo not given) |
| 25µM* | COCCN1C(=O)c2ccccc2C(C(=O)NCc2ccc(Cl)cc2)C12CCCC2 (stereo not given) |
| ? | Cc1ccc(Cn2c(C(=O)Nc3cccc(Cl)c3)cc3sccc32)cc1 |
| ? | Cc1ccc(-c2nc(C(=O)NCc3ccco3)no2)cc1 |
| -8% | Cc1cccc(NC(=O)Cn2c(-c3ccc(Cl)cc3)nc(C)c(CCO)c2=O)c1C |
| 8% | CCc1ccccc1NS(=O)(=O)c1c(C(=O)N2CCOCC2)c(C)n(C)c1C |
| ? | COc1ccc(-c2nc(CCNC(=O)c3ccccc3)cs2)cc1OC |

A few values from above:
c1ccc(OCc2cc(CC3(NCc4cccc5c4OCO5)COC3)no2)cc1 | KDM5B inh = -27%[86.2 µM]
CC(=O)c1ccc(NC(=O)C2(c3ccc(Br)cc3)CCCC2)cc1 | KDM5B inh = 7%
COc1ccc(/C=N\NC(=O)c2ccccc2Br)cc1COc1c(F)c(F)cc(F)c1F | KDM5B inh = -2%

(cont.)
| KDM5B inh | SMILES |
| --- | --- |
| ? | CC1CCCN(CCCNC(=O)Cn2ncc3c([nH]c4ccccc43)c2=O)C1 (stereo not given) |
| -5% | CCCCc1ccc(C(=O)Oc2ccc(C(C)=O)cc2)cc1 |
| 36% | O=C(Nc1ccc([C@@H](O)[C@H]2COCC(=O)N2Cc2ccc(F)cc2)cc1)c1cccnc1 |
| -19% | COc1cc(C(=O)NCc2coc(-c3cccs3)n2)cc(OC)c1Br |
| ? | CCc1c(CN2CCN(c3cccc(C)c3)C(C)C2)csc1C (stereo not given) |
| -23% | O=C(CSc1nc2c([nH]c3ccccc32)c(=O)n1-c1ccccc1)c1ccccc1 |
| 4% | COc1cccc(C(=O)N2CCCC(n3cc(-c4nc(C(C)C)no4)nn3)C2)c1 (stereo not given) |
| 7% | COc1ccccc1/C=C1\Oc2cc(OS(=O)(=O)c3ccccc3)ccc2C1=O |
| ? | COc1ccc(NC(=O)COc2ccccc2Cl)c2cccnc12 |
| 7% | COc1ccc(C(=O)NCC(C)NC(=O)c2ccc(OC)cc2)cc1 (stereo not given) |
| 13%[86.2 µM] | O=C1N(Cc2ccccc2)CCOC12CCN(Cc1cccc(F)c1)CC2 |
| 23% | COc1cccc(CN2CC(C(=O)NCCCn3cccn3)CCC2=O)c1 (stereo not given) |
| ? | COc1ccc(C(=O)Nc2cnc3ccccn3c2=O)cc1 |
| -8% | COc1cccc(C(=O)N2CCC(N3C[C@H](O)C[C@H]3C(=O)N3CCC(N4CCCCC4)CC3)CC2)c1 |
| -13% | O=S(=O)(c1cnc(Cl)c(Cl)c1)N1CCc2ccccc21 |
| -18% | CCOc1ccc(CNC(=O)c2ccc3nc(C(C)C)oc3c2)cc1 |
| -13% | Cc1ccc(CNC(=O)CCC2CCCN(S(=O)(=O)c3ccccc3C)C2)cc1 (stereo not given) |
| ? | CN1Cc2cccn2CC1CNC(=O)Nc1cccc(F)c1 (stereo not given) |
| 5% | CS(=O)(=O)N(C1CC1)C1CCOC2(CCN(C(=O)c3ccccc3F)CC2)C1 (stereo not given) |
| ? | O=C(NCc1ccccn1)c1cc2c(ccc3ccccc32)oc1=O |
| 16% | COc1ccc(C(=O)Nc2cccc(-c3nc4ccccc4o3)c2C)cc1[N+](=O)[O-] |
| 14% | O=C(CN1C(=O)NC(Cc2c[nH]c3ccccc23)C1=O)Nc1c(F)cccc1F (stereo not given) |
| -19%[149 µM] | C#CCNC(=O)c1cc(-c2ccccc2OC)c2cccn2n1 |
| 3% | CCOc1ccc(C(=O)c2ccc(Cl)cc2)cc1 |
| 23% | CCN(CC)C(=O)c1sc(NC(C)=O)c(C#N)c1C |

Reprinted from the part before: 2 entries, then new ones.
| KDM5B inh | SMILES |
| --- | --- |
| 3% | CCOc1ccc(C(=O)c2ccc(Cl)cc2)cc1 |
| 23% | CCN(CC)C(=O)c1sc(NC(C)=O)c(C#N)c1C |
| ? | Cc1ccc(C(=O)NCC(C)C)cc1N |
| 35µM* | COc1cncc(Nc2cnc3ccc(N(C)Cc4ccc(F)cc4)nn23)c1 |
| ? | CC(OC(=O)c1cc(-c2ccc(F)cc2)nc2ccccc12)C(N)=O (stereo not given) |
| -5% | O=C(Nc1ccccc1Cl)C1CCCN(c2ncnc3nc[nH]c23)C1 (stereo not given) |
| 11% | CC12CN3CC(C)(CN(C1)C3c1c[nH]c3ccccc13)C2=O (stereo not given) |
| 59%[activator] | Cc1cccc(C(=O)Nc2sc3c(c2C(N)=O)CCCCC3)c1 |
| 8% | CC(C)COc1ccc(C(=O)Nc2nonc2-c2ccc(OC(C)C)cc2)cc1 |
| 3% | CSc1nc2c(c(=O)[nH]1)C(c1cccc(F)c1F)CC(=O)N2 (stereo not given) |
| 19% | COc1ccc(-c2c(C)oc3cc(OS(C)(=O)=O)ccc3c2=O)cc1OC |
| 5% | Cc1noc2nc(C(C)C)cc(C(=O)NC3CCCc4c3[nH]c3c(Cl)cccc43)c12 (stereo not given) |
| 2% | COc1ccc2c(CC(=O)OCC(=O)Nc3ccc(C)cc3)coc2c1 |
| 22% | CCCCNC(=O)NNC(=O)c1cc(C)on1 |
| 4% | CC(C)c1nnc(C2CN(C(=O)CCc3nc4ccccc4[nH]3)CC23CCOCC3)o1 (stereo not given) |
| ? | COc1ccc(C(=O)N2CCCN(c3cc(-c4ccccc4)[nH]n3)CC2)c(OC)c1 |
| ? | CCC1=C(C(=O)OC)C(c2ccccc2F)N2C(CC(=O)NCCc3cccs3)=CSC2=N1 (stereo not given) |
